# Screening data deposited in PubChem by several laboratories.
# CCHFV vOTU inh: blocks the CCHF virus ovarian tumor domain protease | hit rate 0.55% among 370,000 | CCHFV vOTU protease, Pep-AMC fluorescence | inhibition, % at 11.5 µM; note: 0% = vehicle wells with enzyme and 100% = no enzyme wells
# BoNT F protease: inhibitors of Botulinum neurotoxin F light chain protease; Multiplex microsphere protease cleavage assay, flow cytometry; inhibition, % at 10 µM; hit rate 0.22% among 360,000; in the data active = inhibition above about 35%, passing the limit was not always enough; inconclusive = no clear call, values can overlap the other calls; note: plate controls were buffer without enzyme for full effect and enzyme alone for no effect
# Mtb FBA inh: Mtb fructose-bisphosphate aldolase inhibition | purified M. tuberculosis FBA, fluorescence read-out | hit rate 2.3% among 360,000 | inhibition, % at 1 µM | AID 588726; in the data active = inhibition above about 27%;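 note: 0% = vehicle and 100% = reference inhibitor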
# Target sequence (P9WQA3 whole entry, looked up): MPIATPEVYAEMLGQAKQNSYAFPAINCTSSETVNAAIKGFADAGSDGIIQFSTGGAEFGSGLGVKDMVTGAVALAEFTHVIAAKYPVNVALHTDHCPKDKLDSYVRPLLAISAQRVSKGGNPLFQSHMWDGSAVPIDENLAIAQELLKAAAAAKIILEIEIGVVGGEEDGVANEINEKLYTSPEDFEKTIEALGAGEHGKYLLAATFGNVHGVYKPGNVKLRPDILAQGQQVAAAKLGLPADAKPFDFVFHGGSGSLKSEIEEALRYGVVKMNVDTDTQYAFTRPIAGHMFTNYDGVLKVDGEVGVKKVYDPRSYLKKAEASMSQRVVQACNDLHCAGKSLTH
# GDH-TPI inh: inhibits GDH-TPI coupling enzymes, artifact for Mtb FBA screen | AID 588335 | inhibition, % at 4.8 µM | GDH-TPI coupled enzyme counterscreen, NADH absorbance | hit rate 1.2% among 360,000;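 note: 0% = DMSO wells and 100% = wells lacking the enzyme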
# MazF activator: increases E. coli MazEF RNase cleavage of RNA; P0AE70; FAM/BHQ RNA-DNA oligo cleavage fluorescence, 5 h; activation, % at 20 µM; hit rate 0.32% among 350,000; in the data active = activation above about 50%
# Target sequence (P0AE70 whole entry, looked up): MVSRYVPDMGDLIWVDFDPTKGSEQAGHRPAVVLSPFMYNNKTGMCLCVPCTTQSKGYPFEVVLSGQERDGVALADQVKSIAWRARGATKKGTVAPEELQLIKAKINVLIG
# BioA inh: blocks M. tuberculosis BioA enzyme activity. hit rate 0.096% among 360,000. inhibition, % at 9.99 µM. AID 602481. purified M. tuberculosis BioA enzyme, plate reader; in the data active = inhibition above about 40%; inconclusive = no clear call, values can overlap the other calls
# Rv3671c inh: Rv3671c (M. tuberculosis) protease inhibition; P9WHR9; inhibition, % at 5.96 µM; hit rate 0.048% among 320,000; in the data active = inhibition above about 38%;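 note: extracellular domain of Rv3671c used as enzyme; 0% = enzyme with DMSO and 100% = no enzyme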
# UGM FP inh: Mtb UDP-galactopyranose mutase inhibition | purified UGM, fluorescence polarization probe displacement | AID 504406 | hit rate 0.06% among 320,000 | inhibition, % at 10 µM; in the data active = inhibition above about 10%, passing the limit was not always enough; inconclusive = no clear call, values can overlap the other calls
# Target sequence (P9WIQ1 whole entry, looked up): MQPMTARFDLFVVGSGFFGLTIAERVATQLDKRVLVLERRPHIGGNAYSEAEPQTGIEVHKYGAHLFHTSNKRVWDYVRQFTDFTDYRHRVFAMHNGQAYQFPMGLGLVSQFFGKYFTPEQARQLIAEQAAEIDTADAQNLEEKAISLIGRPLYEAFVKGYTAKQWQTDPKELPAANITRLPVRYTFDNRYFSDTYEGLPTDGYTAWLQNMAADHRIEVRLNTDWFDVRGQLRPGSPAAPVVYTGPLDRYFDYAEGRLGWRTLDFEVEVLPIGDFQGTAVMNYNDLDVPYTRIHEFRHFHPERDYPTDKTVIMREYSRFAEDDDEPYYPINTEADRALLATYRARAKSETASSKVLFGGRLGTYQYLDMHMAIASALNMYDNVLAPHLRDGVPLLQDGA
# FadD28 FP inh: M. tuberculosis FadD28 bisubstrate binding inhibition | hit rate 0.22% among 360,000 | FadD28 bisubstrate probe binding, fluorescence polarization | inhibition, % at 12.5 µM; in the data active = inhibition above about 8.5%, passing the limit was not always enough; inconclusive = no clear call, values can overlap the other calls
# VHR inh abs: DUSP3 (human) phosphatase inhibition. hit rate 0.52% among 290,000. inhibition, % at 13.3 µM. P51452. recombinant VHR phosphatase, pNPP absorbance; in the data active = inhibition above about 50%; note: some compounds called inactive have numbers as strong as hits
# Target sequence (P51452 whole entry, looked up): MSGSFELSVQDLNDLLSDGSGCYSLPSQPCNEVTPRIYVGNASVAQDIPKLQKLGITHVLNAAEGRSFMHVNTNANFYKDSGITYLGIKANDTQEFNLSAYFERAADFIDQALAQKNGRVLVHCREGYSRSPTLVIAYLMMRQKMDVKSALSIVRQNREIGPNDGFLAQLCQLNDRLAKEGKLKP
# Active calls of the source: *; ? = inconclusive; / = no result given. Cut-off read from the data, not from the text of the source, unless noted: active = inhibition above about 30%; inactive = the rest. Compounds were not picked by outcome. Share with any hit: about 4.9%.
SMILES,CCHFV vOTU inh,BoNT F protease,Mtb FBA inh,GDH-TPI inh,MazF activator,BioA inh,Rv3671c inh,UGM FP inh,FadD28 FP inh,VHR inh abs
O=C(NC1CCSc2ccccc21)c1ccccc1F (configuration not stated),12,/,1,3,9,1.2,-9,-1.8,-0.5,9
Cc1cccc(C)c1NC1=NCCCCS1,-14,3,3,-2,5,2.1,0,-0.5,0.8,7
Cc1cc(C)c2nc(N3CCN(C)CC3)c(C#N)cc2c1,-5,-1,9,-14,8,-0.9,-5,2.2,-3.9,-22
Cc1cccc(OP(N)(=O)Oc2cccc(C)c2C)c1C,9,0,0,7,-1,/,-1,0.0,-2.0,25
O=C(O)c1ccc(Cl)c(NC(=O)C2CCN(S(=O)(=O)c3cccs3)CC2)c1,9,-5,4,12,-2,0.2,/,/,-2.9,/
CCC(C)(C)c1nnc(NC(=O)C2CCN(C(=O)c3ccco3)CC2)s1,-3,4,1,2,5,0.3,7,1.0,0.6,-26
Cc1ccc(-c2csc(NC(=O)c3cc([N+](=O)[O-])ccc3N3CCOCC3)n2)cc1,21,0,-1,10,-14,-1.2,0,0.0,-4.0,30
COc1ccc(C(=O)N/C(=C\c2ccc(Cl)cc2)C(=O)NCC2CCCO2)cc1 (configuration not stated),-10,2,5,-1,-1,-0.6,0,-1.3,-0.4,30
CN(C)c1ccc(-c2nn3c(C4CCCCC4)nnc3s2)cc1,-1,14,6,3,2,0.6,0,1.9,-5.0,13
O=C(Nc1ccccc1C(=O)O)c1cc(S(=O)(=O)N2CCCCC2)cs1,/,-6,0,-4,-4,0.6,5,2.4,-7.1,6
Cc1ccc(C)c(NC(=O)c2ccc3c(c2)CCN3S(C)(=O)=O)c1,-8,-8,0,-5,0,-0.1,/,/,-1.8,/
CN1C(=O)CSc2ccc(NC(=O)NCc3ccccc3)cc21,-3,-4,3,6,-2,/,2,2.3,-1.3,12
C=CCn1c(SCC(=O)Nc2ccc(C(=O)O)cc2)nc2scc(-c3ccccc3)c2c1=O,5,-10,6,9,-17,4.8,-6,2.9,-8.7,/
CC(C)CN(C(=O)CCNC(=O)c1ccc(Cl)cc1)C1CCS(=O)(=O)C1 (configuration not stated),-9,0,1,9,2,-1.0,6,-0.6,-4.2,/
COc1cc(C(=O)NCCC(=O)NC(C)CCc2ccccc2)cc(OC)c1OC (configuration not stated),4,3,0,7,4,-0.2,-2,-1.5,-2.1,7
COc1oc(-c2ccc(Cl)cc2)nc1C(F)(F)F,-13,0,-6,-2,2,-1.8,-2,0.8,-0.6,25
CCOc1ccc(C(=O)NCCC(=O)NCCCC(=O)O)cc1,-12,-14,4,3,-1,/,2,0.9,-1.2,3
COc1cccc(-c2nc(NCCN3CCOCC3)c3ccccc3n2)c1O,8,-4,-2,5,-20,0.4,-5,-1.5,-2.8,20
COc1ccc(CC2c3cc(OC)c(OC)cc3CCN2C)cc1OC (configuration not stated),-8,-5,11,21,5,0.5,3,-0.1,-1.2,21
Cc1cc(C)c(CC(=O)c2ccccc2)c(C)c1,-4,3,-1,6,-2,-0.2,/,/,-2.2,/
O=c1c2cnn(-c3ccccc3)c2ncn1Cc1ccccn1,26,-9,4,4,-5,0.9,0,-0.7,-0.6,23
O=C(OCc1cccc(C(F)(F)F)c1)c1cc(S(=O)(=O)N2CCOCC2)ccc1F,9,-1,4,1,0,-4.0,-1,1.7,-0.1,/
CCCCNC(=O)Cn1cnc2sc(C)c(S(=O)(=O)N3CCN(c4ccccc4OC)CC3)c2c1=O,-4,-26,-1,7,7,-0.1,2,-1.4,-1.6,7
CC(C)Nc1nnc(SCC(=O)Nc2sccc2C#N)s1,-2,-10,-2,-7,-6,0.8,3,0.1,-2.0,/
COc1ccc(S(=O)(=O)N2CCN(C(=O)c3ccc(C)o3)CC2)cc1,2,17,0,5,-21,-0.6,3,-4.3,-1.6,28
Nc1c(-c2cccs2)nc2ccccn12,-21,-2,1,/,/,3.3,/,/,-3.6,/
C=CCNC(=O)C(=O)Nc1cc2c3c(c1)CCC(=O)N3CCC2,1,2,-2,14,0,-1.3,-4,2.6,-4.3,10
Cc1cccc(C(=O)NC2CC3CCCC(C2)N3S(=O)(=O)c2ccccc2)c1 (configuration not stated),-8,-10,0,-3,0,1.4,2,-2.3,-3.1,20
COc1ccc(S(=O)(=O)N/N=C/c2ccc(OCCN3CCOCC3)c(OC)c2)cc1,6,-1,-3,5,4,/,-1,-1.1,-1.7,8
CCOC(=O)Cc1csc(NC(=O)C2CCCCC2C(=O)O)n1 (configuration not stated),-2,0,-2,1,-8,-2.1,8,0.8,-1.3,37
COc1ccc(NC(=O)CN(C)C(=O)CNC(=O)c2ccc3ccccc3c2)cc1,7,12,3,5,3,0.4,/,/,-1.8,/
O=C(COC(=O)c1ccc(Cl)c(S(=O)(=O)N2CCCCC2)c1)NCC1CCCO1 (configuration not stated),-5,-3,5,1,1,/,-8,0.7,-2.9,-6
N=C(N)SCC1=CCS(=O)(=O)C1,-2,?,-1,0,6,9.7,-2,2.1,-3.2,-4
COc1ccccc1OCC(=O)NNC(=O)Nc1ccc(Cl)cc1,5,6,1,5,3,/,-14,0.8,-3.4,24
Cc1ccc(NC(=O)CCNC(=O)c2ccc([N+](=O)[O-])cc2)cc1S(=O)(=O)N1CCOCC1,-5,-8,2,1,-6,0.3,-12,-3.3,/,/
O=C(NC(CSSCC(NC(=O)c1ccccc1)C(=O)O)C(=O)O)c1ccccc1 (configuration not stated),-1,0,0,6,5,-0.1,-15,0.8,-0.8,12
O=C(Cn1cc(COc2c(F)c(F)cc(F)c2F)nn1)c1ccc(O)cc1,5,-2,-1,10,-10,0.3,/,/,-2.4,/
C/C(=N\NC(=O)c1ccc(Cn2cc([N+](=O)[O-])cn2)o1)c1cccc(NC(=O)C(C)C)c1,3,-10,-3,7,0,/,-3,0.9,-4.8,4
CCn1cc(C(=O)N2CCOCC2)c(=O)c2cc(S(=O)(=O)N(C)C)ccc21,2,-3,-1,25,8,0.1,5,3.5,-2.5,8
COc1cccc2c1Oc1ncccc1N(C(=O)CCC(=O)NCc1ccc(F)cc1)C2,-6,0,2,7,3,-0.6,-5,0.2,-2.4,21

# Full records, looked up by structure. Order of screens: CCHFV vOTU inh	BoNT F protease	Mtb FBA inh	GDH-TPI inh	MazF activator	BioA inh	Rv3671c inh	UGM FP inh	FadD28 FP inh	VHR inh abs
# CCOC(=O)Cc1csc(NC(=O)C2CCCCC2C(=O)O)n1 (configuration not stated) is listed as -2	0	-2	1	-8	-2.1	8	0.8	-1.3	37
# O=C(COC(=O)c1ccc(Cl)c(S(=O)(=O)N2CCCCC2)c1)NCC1CCCO1 (configuration not stated) is listed as -5	-3	5	1	1	/	-8	0.7	-2.9	-6
# COc1ccc(S(=O)(=O)N2CCN(C(=O)c3ccc(C)o3)CC2)cc1 is listed as 2	17	0	5	-21	-0.6	3	-4.3	-1.6	28
# CCn1cc(C(=O)N2CCOCC2)c(=O)c2cc(S(=O)(=O)N(C)C)ccc21 is listed as 2	-3	-1	25	8	0.1	5	3.5	-2.5	8
# C/C(=N\NC(=O)c1ccc(Cn2cc([N+](=O)[O-])cn2)o1)c1cccc(NC(=O)C(C)C)c1 is listed as 3	-10	-3	7	0	/	-3	0.9	-4.8	4

# Other compounds.
SMILES,CCHFV vOTU inh,BoNT F protease,Mtb FBA inh,GDH-TPI inh,MazF activator,BioA inh,Rv3671c inh,UGM FP inh,FadD28 FP inh,VHR inh abs
Cc1c(Cc2ccccc2)c(=O)oc2cc(OCC(=O)c3ccccc3)ccc12,-23,-6,11,-3,5,/,-6,0.1,-3.4,3
C/C=C/C(=O)OCC(=O)Nc1cc(OC)c([N+](=O)[O-])cc1C,12,-1,0,-1,6,/,3,/,-5.0,16
CN(C)S(=O)(=O)c1ccc(N)c([N+](=O)[O-])c1,-10,7,2,2,4,1.5,/,-2.6,-1.6,21
COc1cc(O)c(C(CCN2CCOCC2)c2cc(OC)c(OC)c(OC)c2)c(OC)c1 (configuration not stated),-4,0,3,9,7,0.0,3,1.9,-2.3,7
Cc1cccc(OCCNS(=O)(=O)c2ccc(Cl)cc2)c1,-8,-4,-2,-4,5,-2.3,0,4.2,-1.9,/
O=C(CSc1nc(-c2ccco2)cc(C(F)(F)F)n1)Nc1ccc2c(c1)CCC2,18,10,3,19,6,-1.2,4,-2.1,-1.1,29
O=C(Nc1cccnc1)c1cc(F)cc(F)c1,2,5,4,3,0,7.8,3,-0.9,-2.2,-21
COc1ccc(-c2nnc(SCC(=O)Nc3cc(C)on3)o2)cc1,5,3,-1,8,-3,/,3,0.3,0.8,11
COc1cc(OC)cc(C(=O)NCc2nc(-c3ccccc3)no2)c1,6,-11,-1,7,4,0.5,-4,0.0,-15,-4
CC1=CC(=O)C=C(C)C1=NOc1ccccc1[N+](=O)[O-],13,-4,0,19,12,/,-9,6.1,-0.4,9
COc1ccccc1CNS(=O)(=O)c1c(C(=O)N2CCCC2)c(C)n(C)c1C,18,4,2,1,-1,0.5,3,-1.6,0.5,-2
N/C(=N\S(=O)(=O)c1cc(C(F)(F)F)cc(C(F)(F)F)c1)c1ccc(Cl)cc1,23,?,3,3,-3,/,-6,-0.3,-2.9,-2
CCOc1nc(Nc2ccc(OC)c(Cl)c2)nc(N2CCN(c3ccc(OC)cc3)CC2)n1,-3,-9,1,-5,-5,1.1,-1,1.0,-3.8,19
O=C(COc1ccc(S(=O)(=O)N2CCCC2)cc1)Nc1ccc2c(c1)OCCO2,1,-8,2,8,1,0.0,3,-3.2,-0.6,2
CC1=C(C/C(C)=C/c2ccccc2)/C(=C/CO)[C@@H]2OC(=O)O[C@]2(C)C12CC2,11,-4,-1,3,-9,1.6,-6,-1.0,-4.9,/
COc1ccc(S(=O)(=O)Nc2cccc(N(C)S(C)(=O)=O)c2)cc1C,2,-5,1,-1,1,/,-4,-0.6,0.2,9
Cc1ccc(-n2c(C3CC3c3ccc(Cl)cc3)n[nH]c2=S)cc1 (configuration not stated),9,-6,1,-1,-8,-1.4,1,0.8,-1.5,27
COc1ccc(N(CC(=O)Nc2cc(OC)ccc2OC)S(C)(=O)=O)cc1,0,4,-6,0,3,/,-3,-0.1,-1.7,-4
CC(C)CCNC(=O)C1CC(c2ccccc2[N+](=O)[O-])=NO1 (configuration not stated),0,1,0,2,-3,-1.0,-1,-0.6,1.1,/
CCOC(=O)C1CCCN(C(=O)c2ccc3c(c2)CCO3)CC1 (configuration not stated),0,2,0,9,/,1.4,/,/,0.6,/
COc1cc(C=O)cc(Cl)c1OC(=O)N1CCOCC1,-9,-10,0,12,6,-1.1,-9,0.7,2.0,-8
Nc1nnc(SCC(=O)Nc2ccc(N3CCOCC3)c(Cl)c2)s1,4,5,4,0,6,1.7,-3,5.8,-1.9,18
Oc1ccc(NC(=S)N=Nc2c(O)[nH]c3ccc(Br)cc23)cc1,5,-23,-9,24,-2,-1.1,/,/,1.7,8
Cc1ccc(CCN2C(=O)CCC2(C)C(=O)NCc2cccnc2)cc1 (configuration not stated),-2,-11,5,5,-3,-1.1,3,0.1,-0.3,-14
COc1cccc(-n2nc(-c3ccnn3-c3ccccc3)c(=O)n(C)c2=O)c1,11,-9,2,25,2,0.8,2,-1.2,-1.4,24
O=C(NC1CCCCC1)c1sc(N2CCOCC2)nc1-c1ccccc1,5,-4,2,6,0,/,0,-0.9,-0.2,-3
CCC1(c2ccccc2)NC(=O)N(CC(=O)Nc2cc(Cl)ccc2N2CCOCC2)C1=O (configuration not stated),11,-1,1,-1,-3,/,6,2.9,0.0,/
CC(NC(=O)c1cccc(S(=O)(=O)N2CCc3ccccc3C2)c1)c1ccco1 (configuration not stated),1,-1,-1,-3,-3,-2.2,-8,0.2,-3.4,/
COc1ccccc1NC(=O)CSc1nc2ccccc2cc1Cc1ccccc1,-8,-8,0,7,-3,-0.1,-16,1.8,0.1,33
CCN(CC)Cc1c(C(=O)N/N=C/c2cccc(OCc3ccc(F)cc3)c2)nnn1-c1nonc1N,10,-5,0,4,-2,-1.6,-5,-1.4,-1.4,-4
COc1ccc(OC)c(NC(=O)COC(=O)/C=C/c2ccco2)c1,20,/,1,8,-3,0.3,0,0.9,-0.3,/
